XBP1 UPR activ: activators of adaptive XBP1 UPR arm, primary screen, cell-based, CHO-XBP1 luciferase reporter, luminescence, uHTS. IRE1-XBP1 UPR activation; percent of tunicamycin response, DMSO as zero. activation, % at 20 µM. hit rate 0.33% among 330,000. AID 463104, 2010;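 active = versus positive control, 20 µM dose yields 30% or more activation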;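 note: 100% = tunicamycin at 10 µg/mL and 0% = DMSO only wells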
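Material – CHO cell line with stable XBP1 luciferase reporter · Buffer or medium – F12 plus 10% FBS · Compound – single point, 20 µM final compound, 1% DMSO · Schedule – 16-18 h cell attachment at 37 °C, then 6 h compound exposure · Signal – Steady-Glo luminescence read · Benchmarks – high control tunicamycin 10 µg/mL final, low control DMSO vehicle only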
NR3A LBD binder: binders of NR3A ligand-binding domain, primary screen, biophysical, differential scanning fluorimetry, uHTS. Glutamate receptor ionotropic, NMDA 3A (GRIN3A) ligand-binding domain. Tm shift relative to glycine control, % at 25 µM. hit rate 2.5% among 340,000. NR3A LBD differential scanning fluorimetry, Tm shift; 0% = protein alone, 100% = glycine-bound protein;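 active = melting temperature shift of at least 10% of the positive control shift, at one fixed dose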
APJ ag: agonists of human apelin receptor APJ, primary screen, CHO-K1 cells, PathHunter beta-arrestin, luminescence; P35414; 0% DMSO wells, 100% apelin; activation, % at 20 µM; hit rate 0.11% among 330,000; AID 2520, 2010;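 active = activation more than six SD over the plate average, tested at 20 µM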;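 note: 0% = DMSO alone and 100% = apelin-13 at 10 nM; some results filed as inactive read as strong as hits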
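Assay system: CHO-K1 cells stably expressing ProLink-tagged human APJ and arrestin–beta-gal acceptor. Compound dosing: 20 µM single point, 1% DMSO. Times: 16-18 h seeding, 90 min dark compound exposure, 60 min detection. Detection: beta-gal luminescence. Evaluation: APJ–arrestin association signal. Controls: negative DMSO alone, positive Apelin-13 at 10 nM.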
CHOP UPR activ: activators of apoptotic CHOP UPR arm, primary screen, cell-based, CHO-CHOP luciferase reporter, luminescence, uHTS | UPR activation; percent of tunicamycin response over DMSO baseline | activation, % at 10 µM | hit rate 0.34% among 330,000 | AID 449763, 2010;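 active = at 10 µM dose, activation of 40% or more, normalized to positive control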;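 note: 100% = tunicamycin at 10 µg/mL and 0% = DMSO alone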
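assay system = CHO CHOP reporter cells | amount = 500 CHO-CHOP cells per well | buffer or medium = F12 with 10% FBS | incubation = 16-18 h cell attachment, then 6 h compound exposure, 37 °C | detection = luminescence read with Steady-Glo | read-out = percent activation relative to tunicamycin control | controls = tunicamycin high control, DMSO low control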
tim10-1 inh: growth inhibitors of tim10-1 mutant yeast, primary screen, luminescence, uHTS | inhibition, % at 20 µM | hit rate 2.2% among 330,000 | S. cerevisiae tim10-1 ts strain growth, BacTiter-Glo, 24 h | AID 463190, 2010;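 active = inhibition of at least 40%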;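 note: mutant grown at 25 °C; 0% = DMSO wells with yeast and 100% = wells holding no yeast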
NLRP3 yeast inh: NALP3 inflammasome inhibitors in reconstituted yeast, primary screen, luminescence, uHTS; Yeast reconstituted NLRP3/ASC/caspase-1, beta-gal luminescence, 24 h; inhibition, % at 10 µM; hit rate 0.39% among 330,000; AID 2825, 2010;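 active = inhibition of 50% or more; inactive = inhibition below 50%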;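 note: plate controls were induced DMSO wells for no effect and uninduced yeast grown without galactose for full effect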
Mdm2 MdmX PPI: inhibitors of human Mdm2-MdmX association, primary screen, cell-based, luminescence, split luciferase, SaOS-2, uHTS | Protein Mdm4 (Homo sapiens) + E3 ubiquitin-protein ligase Mdm2 (Homo sapiens), … | SaOS-2 split-luciferase Mdm2/MdmX complementation | inhibition, % at 8 µM | hit rate 3% among 330,000 | AID 485346, 2010;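 active = inhibition of at least 50% at 8 µM in the primary screen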
Target sequence (O15151 whole entry, looked up): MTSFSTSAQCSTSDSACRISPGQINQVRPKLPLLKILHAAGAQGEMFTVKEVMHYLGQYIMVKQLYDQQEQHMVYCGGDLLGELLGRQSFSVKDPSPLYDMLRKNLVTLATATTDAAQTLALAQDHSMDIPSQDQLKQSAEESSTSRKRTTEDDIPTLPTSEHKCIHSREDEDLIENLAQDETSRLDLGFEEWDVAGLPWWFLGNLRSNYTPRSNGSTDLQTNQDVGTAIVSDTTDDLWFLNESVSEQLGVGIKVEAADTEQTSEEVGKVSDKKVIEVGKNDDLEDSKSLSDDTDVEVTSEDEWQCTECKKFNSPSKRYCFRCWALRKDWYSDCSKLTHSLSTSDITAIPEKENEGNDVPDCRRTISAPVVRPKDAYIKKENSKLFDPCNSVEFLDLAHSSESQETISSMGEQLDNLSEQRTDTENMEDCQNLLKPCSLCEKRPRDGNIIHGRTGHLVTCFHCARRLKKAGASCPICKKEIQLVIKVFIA
Target sequence (Q00987 whole entry, looked up): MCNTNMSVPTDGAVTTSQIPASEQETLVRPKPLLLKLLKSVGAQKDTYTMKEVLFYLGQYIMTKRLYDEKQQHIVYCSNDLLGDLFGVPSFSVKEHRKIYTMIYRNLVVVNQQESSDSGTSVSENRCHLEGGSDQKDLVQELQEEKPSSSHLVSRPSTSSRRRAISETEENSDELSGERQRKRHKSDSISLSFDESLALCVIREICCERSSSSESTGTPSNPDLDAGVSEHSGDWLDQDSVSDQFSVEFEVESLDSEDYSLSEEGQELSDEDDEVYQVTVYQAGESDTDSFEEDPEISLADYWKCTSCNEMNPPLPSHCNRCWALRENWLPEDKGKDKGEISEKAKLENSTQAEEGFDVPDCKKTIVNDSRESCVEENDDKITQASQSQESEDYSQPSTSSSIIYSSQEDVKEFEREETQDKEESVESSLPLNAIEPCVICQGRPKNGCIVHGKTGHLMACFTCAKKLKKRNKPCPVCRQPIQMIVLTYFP
tim23-1 inh: growth inhibitors of tim23-1 mutant yeast, primary screen, luminescence, uHTS. S. cerevisiae tim23-1 growth, BacTiter-Glo luminescence, 24 h. AID 463212, 2010. hit rate 1.3% among 330,000. inhibition, % at 20 µM;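 active = growth inhibition of the mutant yeast at or above 50%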;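 note: temperature-sensitive mutant grown at 25 °C; plate controls were DMSO-treated mutant yeast for no effect and medium wells lacking yeast for full effect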
TIM10 inh: growth inhibitors of isogenic TIM10 control yeast, primary screen, counter-screen for tim10-1 yeast inhibitor project, luminescence, uHTS; S. cerevisiae TIM10 strain growth, BacTiter-Glo luminescence, 24 h; inhibition, % at 10 µM; hit rate 1.4% among 330,000; AID 463195, 2010;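 active = inhibition of 40% or more at the single tested concentration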;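 note: wild-type TIM10 isogenic control strain grown at permissive 25 °C; 0% = DMSO yeast wells and 100% = minimal medium wells without yeast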
* marks the source's active call; other numbers are inactive results; · = no result given. No enrichment for hits (roughly 8.2% active in at least one column).

SMILES	XBP1 UPR activ	NR3A LBD binder	APJ ag	CHOP UPR activ	tim10-1 inh	NLRP3 yeast inh	Mdm2 MdmX PPI	tim23-1 inh	TIM10 inh
Cc1ncsc1CCOC(=O)c1ccc(Cl)cc1	2	-3	-4	4.7	-8	-1	-27	0	0
Cc1ccc(OP(=O)(Nc2c(C)n(C)n(-c3ccccc3)c2=O)Oc2ccc(C)cc2)cc1	1	0	-2	2.5	25	3	-13	8	19
CCOC(=O)Cn1c(=O)oc2cc(S(=O)(=O)NC(C)(C)CC)ccc21	0	-1	-2	1.6	10	3	-9	6	-17
COCC(C)n1c(SCc2nc3ccccc3c(=O)[nH]2)nc2ccccc2c1=O (stereo not drawn)	-1	-1	-5	-1.0	35	7	1	25	-19
S=C(NCc1ccncc1)Nc1ccc(Br)cc1Cl	-3	-1	12	0.5	16	0	27	7	14
Cc1ccc(-c2ccc(/C=N/NC(=S)Nc3ccccc3)o2)cc1[N+](=O)[O-]	-2	27*	0	-0.5	37	20	-15	27	39
O=C(O)CCCNC(=O)OCc1ccccc1	-2	-4	-1	0.3	8	11	-2	8	-6
O=C(Nc1nccs1)C1CC(=O)N(c2ccccc2Cl)C1 (stereo not drawn)	0	1	-3	-0.8	11	14	9	-8	1
COc1ccc(/C=C(\C#N)C(=O)NCc2ccccc2)cc1	-2	-3	-3	2.6	19	18	18	15	5
COc1ccc(CN(C(=O)CCC(=O)Nc2cc(C)on2)C(C(=O)NC(C)(C)C)c2cccc(OC)c2OC)cc1 (stereo not drawn)	-1	-1	-3	-4.0	23	10	2	14	-9
COc1cc(C(Nc2ccccn2)c2ccc3ccc(C)nc3c2O)cc(OC)c1O (stereo not drawn)	1	-4	5	263*	38	5	79*	20	11
CN(c1ccc(OC(=O)c2ccc(-n3cncn3)c([N+](=O)[O-])c2)cc1)S(=O)(=O)c1ccccc1	2	-3	2	0.2	10	-1	16	22	7
CCCCN(C(=O)C1CC(=O)N(CCc2ccc(OC)c(OC)c2)C1)c1c(N)n(CCCC)c(=O)[nH]c1=O (stereo not drawn)	3	-3	-9	0.5	0	6	14	-8	4
CCOC(=O)c1ccc(NC(=S)N2CCN(CCN=CC3=C(O)CC(c4ccccc4)CC3=O)CC2)cc1 (stereo not drawn)	-2	0	0	-1.8	-6	22	22	9	9
CCOC(=O)c1c(NC(=S)NC(=O)c2ccco2)sc2c1CCCC2	10	-6	-2	3.7	20	14	26	21	-2
CC(=O)c1cccc(NS(=O)(=O)N2CCOCC2)c1	-8	0	2	2.5	1	3	1	6	-5
Cc1onc(-c2ccccc2)c1C(=O)N/N=C/c1cc(Br)c(O)c(Br)c1	-8	-5	-3	-1.3	-1	8	1	6	1
O=C(c1c(Cl)cccc1Cl)N1CCN(c2ccccn2)CC1	-1	1	0	-3.0	17	27	4	9	-3
COCCNC(=O)/C(C#N)=C/C=C/c1ccccc1[N+](=O)[O-]	-3	0	2	1.6	24	6	53*	39	12
CCc1ccc(C2=Nn3c(nnc3-c3cccs3)SC2)cc1	1	-2	3	1.7	21	8	9	30	24
CCc1cccc(OCC(=O)Nc2ccc(C(=O)O)cc2NC(=O)COc2cccc(CC)c2)c1	-3	-24	1	-0.8	4	13	23	0	14
CCn1nc(C(=O)OCC(=O)Nc2nc(-c3ccc(OC)cc3)cs2)c2ccccc2c1=O	-1	-10	-2	7.9	21	16	-74	11	9
O=C(COc1cccc2ccccc12)N/N=C/c1ccc(Sc2nc3ccccc3s2)o1	4	9	-21	1.2	14	10	20	22	28
COc1ccc(CCNC(=O)C(=O)NCc2ccc(C(C)C)cc2)cc1OC	2	1	-4	0.5	-17	12	19	-3	-4
CCNc1nc(NCC)n2c(SC(C(=O)Nc3cc(C)ccc3OC)c3ccccc3)nnc2n1 (stereo not drawn)	-2	-1	1	0.7	0	8	19	16	8
CC(O)CNCCCCOc1ccc(OCc2ccccc2)cc1 (stereo not drawn)	1	0	-1	2.5	16	12	-7	10	1
CCOC(=O)c1nnn(CC(=O)NC(=O)Nc2cccc(CC)c2)c1C(=O)OCC	-1	-2	-3	-2.3	-7	-15	15	-4	3
C(=C1/CCCC2=C1Nc1ncnn1C2c1ccccc1)/c1ccccc1 (stereo not drawn)	-8	·	0	6.3	36	3	76*	38	20
CCOC(=O)N1CCN(C(=O)CSc2ncccn2)CC1	1	1	-2	-2.1	11	10	29	5	-18
CC(C)CN(C(=O)CN1CCc2ccccc21)c1c(N)n(CC(C)C)c(=O)[nH]c1=O	-2	0	-2	-0.1	13	-1	20	-9	8
CC(C)CC(NC(N)=O)C(=O)NCCc1ccc(Cl)cc1Cl (stereo not drawn)	-4	-2	-3	1.1	16	11	-12	0	1
CC1CCCN(CC(O)COc2ccc3c(c2)OCO3)C1 (stereo not drawn)	2	0	-4	4.6	7	8	1	3	2
Cc1cccn2c(=O)c3cc(C(=O)NCCCOC(C)C)sc3nc12	3	-1	-4	-1.1	39	12	7	25	18
COc1cccc(C2=CC(=O)CC(c3ccco3)C2)c1 (stereo not drawn)	2	0	-6	-1.2	24	20	10	32	-9
Clc1ccc(-c2nnc(Sc3nc4ccccc4o3)c3ccccc23)cc1	1	1	-1	4.4	42*	24	61*	46	40
O=C1/C(=C/c2ccccn2)COc2ccccc21	4	-1	-3	1.3	54*	-1	2	76*	64*
Cn1c(=O)oc2cc(S(=O)(=O)N3CCC(C(=O)N4CCN(c5ccccc5)CC4)CC3)ccc21	1	-1	-1	-0.5	-5	7	-2	-19	5
O=C1CN(CC(=O)N2CCOCC2)c2ccccc2O1	3	·	1	1.1	-7	28	39	3	-21
Cc1cccc(NC(=O)Nc2ccc(OCc3ccccc3)cc2)n1	-4	0	-4	-1.2	1	17	10	-3	-13
O=C(CCSCc1ccccc1Cl)NCc1cccs1	-4	1	-2	-0.2	15	28	12	13	28

Compounds above with a COOH group, in the order listed:
SMILES	XBP1 UPR activ	NR3A LBD binder	APJ ag	CHOP UPR activ	tim10-1 inh	NLRP3 yeast inh	Mdm2 MdmX PPI	tim23-1 inh	TIM10 inh
O=C(O)CCCNC(=O)OCc1ccccc1	-2	-4	-1	0.3	8	11	-2	8	-6
CCc1cccc(OCC(=O)Nc2ccc(C(=O)O)cc2NC(=O)COc2cccc(CC)c2)c1	-3	-24	1	-0.8	4	13	23	0	14

New compounds follow
SMILES	XBP1 UPR activ	NR3A LBD binder	APJ ag	CHOP UPR activ	tim10-1 inh	NLRP3 yeast inh	Mdm2 MdmX PPI	tim23-1 inh	TIM10 inh
O=C(Cc1ccc([N+](=O)[O-])cc1)Nc1ccc2c(c1)CCC2	0	-4	0	-0.4	-16	10	-27	-2	5
COc1ccc(CCNC(=O)COC(=O)Cc2ccc(OC)cc2)cc1	-3	1	-4	1.1	17	1	-30	17	13
CC(NC(=O)CCCCCN1C(=O)c2ccccc2C1=O)c1ccc2c(c1)CCCC2 (stereo not drawn)	-4	3	-2	0.7	34	19	1	38	27
COc1ccccc1CNC(=O)[C@H](CCSC)NC(=O)[C@@H]1Cc2ccccc2CN1	0	1	1	-0.8	-1	-1	-6	8	-4
Cc1[nH]c(C)c(S(=O)(=O)N2CCN(c3cccc(Cl)c3)CC2)c1C(=O)N1CCCCC1	-3	3	-1	-0.2	6	-2	46	3	3
CCOc1ccc(N2CC(C(=O)Nc3ccc(S(=O)(=O)Nc4nccs4)cc3)CC2=O)cc1 (stereo not drawn)	2	-6	-1	-0.2	-13	6	-34	6	3
Cc1[nH]nc2c1C(Cc1ccccc1)C(C#N)=C(N)O2 (stereo not drawn)	-2	-3	-4	-0.2	2	5	12	10	7
CN(C)CCCNC(=O)C[C@H]1C[C@H](C(=O)N2CCCCC2)[C@@]2(CCc3ccccc3)c3[nH]c4cc(CCC(=O)N(C)C)ccc4c3CCN2C1=O	0	-1	·	2.4	8	·	27	21	3
O=C(CNC(=O)c1ccccc1F)Nc1ccccc1C(F)(F)F	2	-1	1	3.8	0	-3	-8	9	-15
COc1ccc(C(=O)OCC(=O)NCc2ccco2)cc1S(=O)(=O)N1CCN(c2cccc(Cl)c2)CC1	-3	-2	2	1.5	24	17	-16	4	9
CC(=O)Nc1sc(C)c(C)c1C(=O)OCC(=O)N(CC(C)C)C1CCS(=O)(=O)C1 (stereo not drawn)	4	-1	1	1.8	16	-3	28	11	10
CSc1nsc(SCC(=O)N2CCCc3ccccc32)n1	-1	-1	-4	-1.8	14	23	12	-4	-23
CS(=O)(=O)Nc1cccc(S(=O)(=O)N2CCN(C(=O)c3ccccc3)CC2)c1	-2	-2	-2	-0.1	3	16	17	-13	7
CCc1sc(C(=O)N2CCc3ccccc32)cc1C	0	4	-4	2.0	9	51*	-309	43	6
CC1CCCCN1c1nnc(NC(=O)Cn2c(=O)oc3ccccc32)s1 (stereo not drawn)	-2	0	-3	1.2	-22	1	9	-11	1
C[C@@H]1CC=C[C@H]2[C@H]1C(=O)N(Cc1ccccc1)[C@H]2c1cccc([N+](=O)[O-])c1	-2	-2	-5	-1.4	37	12	2	42	22
Clc1ccc2c(c1)C1OCCC1C(c1ccco1)N2 (stereo not drawn)	2	1	-4	5.4	37	18	-24	24	23
O=C(CCN1CCN(Cc2ccccc2)CC1)Nc1cccc(Cl)c1	0	-2	2	-2.2	-2	23	10	18	0
O=C(c1cccc(F)c1)N1CCN(C(=O)c2nn3cccnc3c2Cl)CC1	-2	0	-5	-3.3	3	8	6	17	6
CCc1nn(C(C)C(=O)N2CC(C)CC(C)C2)c(=O)c2cc3occc3n12 (stereo not drawn)	-2	-2	1	0.5	10	2	7	17	2
O=C(Oc1ccc(N(Cc2cccs2)C2=NS(=O)(=O)c3ccccc32)cc1)c1ccc(Cl)cc1	0	-3	-5	-1.7	30	12	10	5	1
O=C(NCc1ccc(F)cc1)C1CCN(S(=O)(=O)N2CCCCC2)CC1	-2	-1	-1	1.7	-3	0	17	11	-1

Some entries already given with just NR3A LBD binder:
structure	NR3A LBD binder
Cc1[nH]c(C)c(S(=O)(=O)N2CCN(c3cccc(Cl)c3)CC2)c1C(=O)N1CCCCC1	3
CCOc1ccc(N2CC(C(=O)Nc3ccc(S(=O)(=O)Nc4nccs4)cc3)CC2=O)cc1 (stereo not drawn)	-6
Cc1[nH]nc2c1C(Cc1ccccc1)C(C#N)=C(N)O2 (stereo not drawn)	-3

Compound activity as filed in PubChem BioAssay.
